# KOR beta-arrestin-1: KOR antagonists, beta-arrestin recruitment, cell-based, luminescence, uHTS (AID 1778); one-dose inhibition, % at 10 µM; IC50 in µM for titrated hits; 290,000 compounds, 0.091% hits; KOR beta-arrestin recruitment, luminescence, antagonist mode; higher % means a stronger effect; also: strong numbers were not always called active
# Yfh1-off respiration: enhancers of respiration in Yfh1-depleted yeast, dose response, Friedreich's ataxia, plus single-dose screen (AID 1465) | S. cerevisiae Yfh1-off respiration, WST-1 reduction, 72 h; higher fold induction means a stronger effect | one-dose fold induction at 50 µM; EC50 in µM for titrated hits | 220,000 compounds, 0.074% hits;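 active = fold induction of absorbance versus untreated yeast above a set limit, then at least 30% activation at any dose in follow-up; inconclusive = repeats straddling the limit, or above it without dose testing; inactive = fold induction below the set limit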;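 also: activators that raise dye reduction in frataxin-depleted yeast; strong numbers were not always called active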
# GPR55 beta-arrestin: GPR55 agonists via beta-arrestin recruitment, primary screen, imaging, U2OS cells, beta-arrestin-GFP redistribution (AID 1961). G-protein coupled receptor 55 (Homo sapiens). U2OS GPR55 beta-arrestin-GFP redistribution imaging; higher % means a stronger effect. activation, % at 10 µM, or EC50 in µM where a hit was titrated. 290,000 compounds, 0.048% hits;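 active = activation above 40% with more than 50 cells counted in the well; inconclusive = wells holding fewer than 50 cells, flagged as toxic or sparse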;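 also: U2OS osteosarcoma cells stably expressing GPR55 and beta-arrestin-GFP; plate controls were DMSO negative control for no effect and LPI positive control for full effect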
# ER stress rescue: rescue of cells from ER stress-induced death, primary screen, 384-well, CSM14.1, thapsigargin, ATP luminescence (AID 1222); 190,000 tested, under 10 active; one-dose cellular ATP content (survival), % at 20 µM; EC50 in µM for titrated hits; CSM14.1 thapsigargin-induced death rescue, ATP luminescence; higher % means a stronger effect;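 active = EC50 below 50 µM in the dose-response confirmation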;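 also: death triggered by thapsigargin at about 15 µM added after 2 h compound pretreatment; cell ATP read after overnight thapsigargin exposure of roughly 18 to 22 hours; normalized against plate controls of thapsigargin alone and 5% DMSO vehicle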
# NOD1 inhibition: NOD1 signaling inhibitors, primary screen, cell-based, luminescence, uHTS (AID 1578). inhibition, % at 4 µM, or EC50 in µM where a hit was titrated. 290,000 compounds, 1% hits. NOD1-driven NF-kB luciferase reporter cells, luminescence; higher % means a stronger effect; in the data active = inhibition mostly above about 36%, no sharp cut-off; inactive = mostly below about 34%;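 also: HEK-293T reporter cells stimulated with the NOD1 agonist gamma-tri-DAP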
# HEK293 NOD2/NF-kB: NOD2 signaling inhibitors, cell-based, luminescence, uHTS, HEK293 (AID 1566) | 290,000 compounds, 0.63% hits | inhibition, % at 4 µM, or EC50 in µM where a hit was titrated | HEK293 NOD2/NF-kB luciferase reporter, luminescence; higher % means a stronger effect; also: many of its hits are not listed in these tables
# KOR beta-arrestin-2: KOR agonists, beta-arrestin recruitment, primary screen, cell-based, luminescence, uHTS (AID 1777); 280,000 compounds, 0.02% hits; Kappa-type opioid receptor (Homo sapiens); KOR beta-arrestin recruitment, luminescence; higher % means a stronger effect; activation, % at 10 µM; hits with a dose series show EC50 in µM; in the data active = activation above about 50%, passing the limit was not always enough; also: a part of the inactive calls stands beside numbers as strong as those of hits
# NTR1 agonist: agonists of NTR1, primary screen, imaging, U2OS cells, beta-arrestin-GFP, high content (AID 493036); Neurotensin receptor type 1 (Homo sapiens), P30989; NTR1-U2OS beta-arrestin-GFP spot imaging, agonist mode; activation, % at 20 µM; 330,000 compounds, 0.17% hits;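 active = activation at or above 40% of the spot to cytoplasm intensity ratio, with at least 20 cells analyzed; inconclusive = wells under 20 cells, flagged as cytotoxic or low count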;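 also: 0% = DMSO without peptide and 100% = 100 nM NTR1 peptide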
# Target sequence (P30989 whole entry, looked up): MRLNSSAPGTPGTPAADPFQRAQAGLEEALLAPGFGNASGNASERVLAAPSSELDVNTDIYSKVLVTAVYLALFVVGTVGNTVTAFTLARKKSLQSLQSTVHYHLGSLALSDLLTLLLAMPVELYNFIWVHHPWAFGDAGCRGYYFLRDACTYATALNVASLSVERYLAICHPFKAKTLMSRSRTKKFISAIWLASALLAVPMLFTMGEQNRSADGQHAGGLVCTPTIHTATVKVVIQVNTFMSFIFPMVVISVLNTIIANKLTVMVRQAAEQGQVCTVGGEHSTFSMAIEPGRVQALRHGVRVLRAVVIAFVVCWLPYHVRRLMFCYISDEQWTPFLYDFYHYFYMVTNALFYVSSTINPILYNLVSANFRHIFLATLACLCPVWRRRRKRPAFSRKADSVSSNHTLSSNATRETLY
# TNAP activation fold: human TNAP enzyme activators, primary screen, biochemical, luminescent, no phosphate acceptor, uHTS (AID 1001). Alkaline phosphatase, tissue-nonspecific isozyme (Homo sapiens). 200,000 compounds, 0.03% hits. activation fold at 20 µM; hits with a dose series show EC50 in µM. purified TNAP, luminescent activation assay, no phosphate acceptor; higher activation fold means a stronger effect; in the data active = activation fold from about 3, or a potency from the dose series; inactive = the rest, 99 in 100 with activation fold below about 1.6; also: many of its hits are not listed in these tables
# NTR1 agonist cell count 20 µM: further read-out of NTR1 agonist, marked with its call; cell count; measured here: cell count, cytotoxicity flag
# * hit, by the source's call; i = inactive; ? = inconclusive; / = no result given; [ ] = dose if it differs, or a comment. Rule as the data show it, unless noted: active = inhibition above about 50%; inactive = the rest. Not all compounds are listed (hit frequency here may not be typical).
SMILES,KOR beta-arrestin-1,Yfh1-off respiration,GPR55 beta-arrestin,ER stress rescue,NOD1 inhibition,HEK293 NOD2/NF-kB,KOR beta-arrestin-2,NTR1 agonist,NTR1 agonist cell count 20 µM,TNAP activation fold
CCOC(=O)CCC(NC(=O)CCCCCCCCC(=O)NC(CCC(=O)OCC)C(=O)OCC)C(=O)OCC (configuration not stated),14%,i,-0.2%,-1.7%,-34%,2%,0.0%,-0.1,44,1
Cn1c(=O)c2c(nc(SCC(=O)c3cccs3)n2Cc2ccc(F)cc2)n(C)c1=O,6%,i,-0.3%,-1.1%,11%,12%,-1.6%,5.0,49,1.1
O=C(CSc1nnc(CNC(=O)c2c(F)cccc2F)o1)c1ccccc1,-24%,/,0.0%,/,-6%,7%,4.5%,1.3,53,/
COc1ccc(/C=N/NC(=O)C(=O)N2CCCC2)cc1OC,2%,i,0.2%,-0.6%,20%,12%,22%,1.4,66,1.1
COc1ccc(C)cc1S(=O)(=O)N(CC(=O)N1CCOCC1)Cc1ccccc1,29%,i,-0.3%,0.0%,-9%,-6%,-3.9%,1.2,46,1.1
O=C(COC(=O)CCN1C(=O)c2ccccc2C1=O)Nc1ccc(S(=O)(=O)N2CCCC2)cc1,-19%,i,-0.3%,-0.7%,12%,10%,-3.2%,-0.2,75,1
COc1ccc(-c2nnc(SCC(=O)N3CCCCC3)o2)cc1,-4%,/,-0.2%,/,15%,9%,-6.3%,-1.0,60,/
CC(C)CCNC(=O)C1CCCN(S(=O)(=O)c2ccc(-n3cnnn3)cc2)C1 (configuration not stated),-11%,/,-0.2%,/,-46%,-19%,-3.7%,-0.7,51,/
CCC(=O)NC(Nc1ccccn1)(C(=O)OC)C(F)(F)F (configuration not stated),12%,i,0.5%,-4.7%,-22%,10%,-3.0%,2.9,42,1
Cc1csc(NC(=O)CSc2nc(=O)cc(N)n2-c2ccc(F)cc2)n1,-27%,/,-0.3%,/,-25%,4%,-2.7%,1.0,73,/
CC12CCC(C(=O)NCc3ccccc3Cl)(OC1=O)C2(C)C (configuration not stated),-41%,i,0.2%,-1.6%,19%,11%,-1.4%,0.2,63,1
CCC(C)(C)n1nnnc1C(c1cc(OC)ccc1OC)N1CCN(Cc2ccccc2)CC1 (configuration not stated),-12%[20 µM],i,-0.1%,1.7%,-45%,-6%,/,21,87,1
O=C(CNS(=O)(=O)c1cccc2nsnc12)NCc1ccc(Cl)cc1,22%,i,-0.1%,1.1%,47%*,5%,-2.0%,0.0,83,1.1
COc1ccc(S(=O)(=O)Nc2ccc(S(=O)(=O)N3CCOCC3)cc2)cc1C,-8%,i,-0.1%,-2.8%,-18%,-8%,0.5%,10,51,1.1
CCC(C)NCC(O)COCc1ccc(Cl)cc1 (configuration not stated),5%,i,0.2%,/,-27%,-12%,0.8%,0.0,50,1
CCN(CC)c1ccc(/C=C(\C#N)c2ccccn2)cc1,-17%,?,0.2%,-5.1%,-56%,-137%,-0.4%,-1.7,81,0.9
CN(C)C(=O)/C(=C\c1ccncc1)NC(=O)c1ccccc1,-10%[20 µM],i,0.3%,-0.4%,16%,-8%,/,3.0,75,1.1
CCOC(=O)c1c(NC(=O)COC(=O)Cn2cnc3ccccc32)sc(C)c1C,17%,i,-0.1%,2.4%,-13%,9%,-2.9%,-2.5,66,1.1
CN1CCN(C(=O)/C(=C/c2ccc(F)cc2)c2ccsc2)CC1,0%,i,-0.2%,-0.9%,-34%,6%,-3.7%,0.7,39,1.1
CCOc1ccc(C2N(c3cc(C)on3)C(=O)C3CCCN32)cc1OC (configuration not stated),7%,i,-0.1%,-0.7%,-12%,-2%,0.4%,-1.6,86,1.1
Cc1cc(C(=O)COc2ccc(C#N)cc2)c(C)n1-c1ccc2c(c1)OCO2,11%,i,-0.3%,0.7%,13%,28%,8.7%,7.4,49,1.2
COc1ccc(-c2nc(N)n(C(=O)c3ccccc3)n2)cc1,-7%,i,-0.2%,-0.4%,-18%,-2%,-4.5%,0.6,93,0.8
CS(=O)(=O)Nc1ccc(Br)cc1C(=O)c1ccccc1,-16%,i,0.2%,-1.1%,1%,-11%,4.8%,1.1,78,1
O=C(CSc1ncccc1C(=O)O)NCc1ccc(F)cc1,37%,i,-0.1%,0.9%,-12%,9%,-2.3%,1.5,64,1.2

# 3 entries from above, sorted by count of non-hydrogen atoms, low to high.
SMILES,KOR beta-arrestin-1,Yfh1-off respiration,GPR55 beta-arrestin,ER stress rescue,NOD1 inhibition,HEK293 NOD2/NF-kB,KOR beta-arrestin-2,NTR1 agonist,NTR1 agonist cell count 20 µM,TNAP activation fold
CCN(CC)c1ccc(/C=C(\C#N)c2ccccn2)cc1,-17%,?,0.2%,-5.1%,-56%,-137%,-0.4%,-1.7,81,0.9
COc1ccc(-c2nc(N)n(C(=O)c3ccccc3)n2)cc1,-7%,i,-0.2%,-0.4%,-18%,-2%,-4.5%,0.6,93,0.8
CCOC(=O)c1c(NC(=O)COC(=O)Cn2cnc3ccccc32)sc(C)c1C,17%,i,-0.1%,2.4%,-13%,9%,-2.9%,-2.5,66,1.1

# NOD1 inhibition: hit marks shown above.
compound | KOR beta-arrestin-1 | NOD1 inhibition | HEK293 NOD2/NF-kB | KOR beta-arrestin-2 | TNAP activation fold
O=C(CNS(=O)(=O)c1cccc2nsnc12)NCc1ccc(Cl)cc1 | 22% | 47%* | 5% | -2.0% | 1.1

# (more compounds)
SMILES,KOR beta-arrestin-1,Yfh1-off respiration,GPR55 beta-arrestin,ER stress rescue,NOD1 inhibition,HEK293 NOD2/NF-kB,KOR beta-arrestin-2,NTR1 agonist,NTR1 agonist cell count 20 µM,TNAP activation fold
O=C(/C=C/c1ccc(F)cc1)NC(=S)NNC(=O)c1cnccn1,0%,/,-0.3%,/,-11%,4%,10%,-0.8,44,/
Cn1cnnc1SCC(=O)NC1CCCCCC1,0%,/,0.0%,/,-20%,6%,5.1%,0.9,65,/
COc1ccc(CCNC(=O)CCc2ccc(OC)cc2)cc1,6%,/,-0.1%,/,-45%,-2%,10%,0.3,69,/
CC(Sc1ccc(Cl)cc1)C(=O)Nc1ccc2c(c1)OCO2 (configuration not stated),-4%,i,-0.3%,-0.4%,-10%,-9%,0.6%,0.8,59,1.1
CCOC(=O)N1CCN(Cc2nc3c(c(=O)n(C)c(=O)n3C)n2CCCc2ccccc2)CC1,-4%,i,0.3%,1.6%,4%,10%,-7.2%,-1.1,67,1
O=C1CCCC/C1=C/Nc1cccc(C(F)(F)F)c1,-42%[20 µM],i,-0.1%,-2.4%,9%,3%,-3.1%,-0.1,94,1.1
CS(=O)(=O)N(CC(=O)NN=C1CCCCCC1)c1ccc(Oc2ccccc2)cc1,8%,i,0.3%,-1.7%,-6%,17%,-3.9%,-1.4,49,1.2
CC(C)(C)c1ccc(/C=C2\SC(=O)N=C2N)cc1,-39%,i,-0.3%,-1.3%,-5%,-4%,-5.0%,8.2,53,1.2
Cc1cc(S(=O)(=O)N2CCCOC2CNC(=O)C(=O)NCCc2ccco2)ccc1F (configuration not stated),-31%,/,-0.1%,/,-11%,18%,5.5%,0.9,53,/
Cn1c(SCC(=O)N2CCCCCC2)nnc1-c1ccco1,10%,/,-0.1%,/,-2%,1%,3.5%,1.6,45,/
Cc1cc(C)c2nc(NNC(=O)c3ccc(S(=O)(=O)N4CCCC(C)C4)cc3)sc2c1 (configuration not stated),-35%,/,0.2%,-2.5%,-23%,8%,-0.5%,18,41,1.1
NC1=NC(=O)/C(=C/c2cccc(F)c2)S1,1%,/,-0.1%,/,-12%,-6%,1.9%,-1.1,94,/
COC(=O)C1CCN(C(=O)Cc2ccc(Br)cc2)CC1,-17%,i,-0.1%,-3.4%,3%,-8%,-0.6%,-0.4,94,1.1
Cc1cccc(NC(=S)Nc2cccc(C(F)(F)F)c2)n1,-14%,i,-0.2%,-2.8%,-34%,9%,3.5%,4.3,62,1.1
Cc1nc(-c2ccccc2)sc1C1(C)CC(c2c(Cl)cccc2Cl)=NO1 (configuration not stated),36%,i,0.7%,/,10%,-28%,-1.1%,5.4,88,/
CCC(=O)N1CCc2cc(S(=O)(=O)CCC(=O)N3CCN(c4ccccc4)CC3)ccc21,-19%,/,-0.2%,/,-22%,4%,2.8%,-1.2,61,/
O=C(Nc1ccc(Cl)cc1)C1C2C=CC3(O2)C1C(=O)N(CCCN1CCCCC1)C3C(=O)NC1CCCCC1 (configuration not stated),-20%,/,0.2%,/,-24%,9%,0.5%,1.5,54,/
COc1ccc(COC(=O)C2=C(C)NC(=O)NC2c2ccccc2F)cc1 (configuration not stated),-7%[20 µM],/,-0.1%,/,10%,12%,1.6%,2.0,74,/
CSc1nnc(-c2sc3cc(Cl)ccc3c2Cl)n1C,50%,i,0.2%,-3.3%,-31%,-29%,-4.8%,0.1,87,1.1
C=CCSc1nc2ccsc2c(=O)n1-c1ccccc1,-7%,i,0.5%,0.0%,-26%,10%,-3.7%,6.9,50,1.1
COc1ccc(NC(=O)CN2C(=O)NC3(CCCC3)C2=O)cc1OC,1%,/,-0.3%,/,-31%,-1%,-1.5%,1.0,58,/
COc1ccc(C(=O)CN(C(=O)c2ccc(Cl)cc2)N2C(=O)C3CCCCC3C2=O)cc1 (configuration not stated),13%,i,-0.1%,-0.7%,15%,15%,-5.9%,17,78,1.2
Cc1ccc(C(=O)CSc2nc3ccc(C(=O)NCCN4CCCCC4)cc3c(=O)[nH]2)cc1,3%,i,0.6%,/,0%,9%,5.2%,-1.2,99,/
O=C(COc1ccc2c3c(c(=O)oc2c1)CCC3)NCc1ccccn1,-13%,/,-0.1%,/,-34%,-1%,-0.7%,0.0,64,/
COCc1nnc(NS(=O)(=O)c2ccc(NC(C)=O)cc2)s1,0%,i,-0.2%,1.7%,16%,8%,-6.7%,-3.7,87,1
C=C(C)c1cccc(C(C)(C)NC(=O)Nn2cnnc2)c1,8%,i,0.1%,0.7%,-5%,-4%,-1.8%,-1.3,50,1
Cc1c(Cl)cccc1NCC(=O)NN=C1CCCC1,4%[20 µM],i,0.5%,0.5%,21%,-20%,/,1.0,47,1
CC(=O)Nc1ccc(NC(=O)C(OC(=O)c2ccccc2)C(OC(=O)c2ccccc2)C(=O)O)cc1 (configuration not stated),8%,i,0.5%,-1.1%,-14%,11%,1.9%,-1.9,46,1
O=C1/C(=C/c2cccs2)CCc2ccccc21,-18%,i,0.2%,-2.2%,-32%,-40%,-2.5%,2.2,71,1

# Source: PubChem BioAssay (several laboratories)
